Shiga toxin inh = inhibitors of Shiga toxin in Vero cells; Vero cells, Shiga toxin protein synthesis inhibition reporter; actives 9.2% (n = 290,000); inhibition, % at 38.7 µM; in the data active means inhibition mostly above about 28%, no sharp cut-off; inactive means mostly below about 43%; further: 0% is about no effect
AMA1-RON2 inh = AMA1-RON2 (P. falciparum) interaction inhibition | AlphaScreen AMA1-biotinylated RON2 peptide binding | Potency, µM (titrated, usually from 58.2 µM), inactives show at the highest dose activity change, negative = inhibition, most hits filed as inhibitors | actives 0.2% (n = 360,000) | AID 720542;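 further: potency means the concentration at half of the fitted maximal effect; 0% = vehicle wells and -100% = peptide control; nearly all actives have a fitted effect of over 45% in size; some results filed as inactive show a strong effect at the top dose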
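AMA1 (3D7) with his tag at 25 nM final met compounds first, then biotinylated RON2 peptide at 25 nM; detection used donor plus acceptor beads, 10 µg/mL apiece, read by AlphaScreen after 30 min at room temperature.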
TbPYK inhibitor = blocks Trypanosoma brucei pyruvate kinase; AID 624173; TbPYK enzyme, Kinase-Glo Plus ATP luminescence, 45 min; Potency, µM (highest dose often 76.8 µM), for the others: at the highest dose activity, negative = inhibition, usual class: inhibitors; actives 0.12% (n = 410,000); further: potency means the concentration at half of the fitted maximal effect; on the % scale 0 is the no-effect control and ±100 the full control effect; nearly all actives have a fitted effect of over 50% in size
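TbPYK + substrate in 50 mM TEA pH 7.2, 100 mM KCl, 10 mM MgCl2, 0.05% BSA, 0.01% Tween-20; cpd pinned; ADP 130 uM final; 45 min RT; Kinase-Glo Plus 10 min; luminescence endpoint.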
LmPK inhibitor = inhibitors of Leishmania mexicana pyruvate kinase | purified LmPK, Kinase-Glo ATP luminescence, 1 h | Potency, µM (highest dose often 57.5 µM), inactives show top-dose activity change, negative = inhibition, most hits filed as inhibitors | actives 0.37% (n = 290,000) | AID 1721; further: potency means the concentration at half of the fitted maximal effect; on the % scale 0 is the no-effect control and ±100 the full control effect
Target sequence (Q27686 whole entry, looked up): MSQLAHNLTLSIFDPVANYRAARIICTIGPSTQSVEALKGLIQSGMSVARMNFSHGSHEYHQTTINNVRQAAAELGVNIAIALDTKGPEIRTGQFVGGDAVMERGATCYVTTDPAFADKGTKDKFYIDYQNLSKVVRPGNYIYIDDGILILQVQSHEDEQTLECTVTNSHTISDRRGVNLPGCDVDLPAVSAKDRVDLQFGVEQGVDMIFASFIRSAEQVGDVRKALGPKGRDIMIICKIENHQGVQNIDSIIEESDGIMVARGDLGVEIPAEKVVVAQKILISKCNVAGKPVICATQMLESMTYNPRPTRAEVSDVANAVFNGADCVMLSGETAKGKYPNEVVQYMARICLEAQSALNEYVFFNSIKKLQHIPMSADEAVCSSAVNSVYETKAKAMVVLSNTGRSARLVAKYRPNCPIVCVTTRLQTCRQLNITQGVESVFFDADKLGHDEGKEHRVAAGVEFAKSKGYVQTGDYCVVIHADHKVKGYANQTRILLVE
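Kinase-Glo luminescence read after 1 h RT reaction of 0.1 nM LmPK with 0.5 mM PEP and 0.1 mM ADP. Activity scaled between uninhibited and enzyme-free controls.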
Pf growth 96h = P. falciparum growth inhibition at 96 hour, primary screen for plastid delayed-death inhibitors; actives 6.9% (n = 320,000); AID 504834; Potency, µM (titrated, usually from 28.7 µM), without a hit: at the top dose activity change, negative = inhibition, most hits filed as inhibitors; P. falciparum luciferase reporter growth, 96 h; further: potency means the concentration at half of the fitted maximal effect; on the % scale 0 is the no-effect control and ±100 the full control effect
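Parasite growth measured via integrated firefly luciferase reporter in P. falciparum. Infected erythrocytes at 2% hematocrit, 0.05% parasitemia final were treated 96 hours at 37 C under 5% CO2, and luminescence was read.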
CHX counter = affects cycloheximide protein synthesis inhibition readout, counter-screen. cell reporter, cycloheximide protein synthesis inhibition counterscreen. max response, %. actives 12% (n = 300,000). AID 2314; in the data active means max response mostly above about 13%, no sharp cut-off; inactive means mostly below about 14%; further: read at 38.3 µM for the half of the compounds with a filed dose; 0% is about no effect
Pf growth 48h = inhibits P. falciparum growth in the first generation, 48 h | AID 504832 | Potency, µM (top dose mostly 28.7 µM), inactives show at the highest dose activity change, negative = inhibition, most hits filed as inhibitors | actives 5.9% (n = 310,000) | P. falciparum luciferase growth in erythrocytes, 48 h; further: potency means the concentration at half of the fitted maximal effect; on the % scale 0 is the no-effect control and ±100 the full control effect
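Parasite viability was followed by luminescence of a genomically integrated firefly luciferase. Cultures held 0.1% parasitemia at 2% hematocrit (final), incubated under 5% CO2 at 37 C.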
* = called active by the depositor; i = inactive; ? = inconclusive; . = not tested or not shown; & = joins results of further samples; [ ] = remark or other dose. Unless noted, the call rests on the fitted dose curve; in most records, active means well fitted curve in the direction sought with a large enough effect; inconclusive means small, poorly fitted or top-dose-only effect, or another doubt; inactive means no such curve, though single readings can be large; an effect the other way counts as inactive or inconclusive.

#	Molecule	TbPYK inhibitor	Pf growth 48h	LmPK inhibitor	CHX counter	Pf growth 96h	AMA1-RON2 inh	Shiga toxin inh
1	COc1ccc(S(=O)(=O)Nc2cc(C)on2)cc1NC(C)=O	0%	-8%	.	.	8%	-1%	.
2	COc1ccc(-c2n[nH]c(=S)n2-c2ccc(C)cc2)cc1	?	12%	2µM*	-8	-1%	79%[activator]	8
3	Clc1cccc(-c2sc(Nc3ccccc3)n[n+]2-c2ccccc2)c1Cl	-5%	-7%	-5%	-1	?	102%[activator]	-3
4	Cc1noc(/C=C/N(C)C)c1S(=O)(=O)NC1CCCCC1	-4%	27%	-1%	-2	-26%	4%	-4
5	CC(CO)NC(=O)C1C=C2c3cccc4[nH]cc(c34)CC2N(C)C1 (centres undefined)	?	-8%	.	.	?	.	.
6	O=C(CSc1nnnn1C1CCCCC1)Nc1ccccc1F	3%	32%[activator]	-1%	10	-16%	11%	44
7	N#Cc1ccc(-c2csc(NC(=O)c3ccc(S(=O)(=O)N4CCc5ccccc5C4)cc3)n2)cc1	5%	21%	2%	-2	-13%	-8%	-13
8	C/C=C/c1ccc(OCCCCN2CCC(C)CC2)c(OC)c1	8%	-22%	2%	1	5.2µM*	-24%	1
9	O=C(NC(=S)Nc1ccccc1O)c1ccc(-c2ccc(Cl)cc2)o1	-7%	7%	3%	-2	0%	61%[activator]	-4
10	CCN1CCN(CC(=O)Nc2ccccc2)C(=O)C1=O	-1%	.	3%	-1	-18%	-7%	-2
11	CCC(=O)Nc1cccc(-c2cc3ccccc3oc2=O)c1	-4%	100%[activator]	1%	61*	26%	0%	83*
12	C=C1c2cccc(OC)c2O[C@H](C(=O)OCC)[C@@H]1CC(CC)CCCC (some centres undefined)	-3%	.	.	9	.	28%	i
13	CCn1ccc(C(=O)Nc2ccccc2SC)n1	-7%	41%[activator]	-15%	33*	42%[activator][5.75 µM]	-20%	88*
14	Fc1cccc(C[n+]2csc3ccccc32)c1	?	?	1%	2	50%[activator]	-1%	9
15	Oc1ccccc1/C=N/c1c(-c2ccco2)nc2ccccn12	-9%	-22%	?	6	.	4%	-10
16	CN(C)S(=O)(=O)c1ccc(N2CCCC2)c(C(=O)NNC(=O)COc2cccc(F)c2)c1	0%	-8%	.	.	8%	76%[activator]	.
17	Cc1ccc(N(CC(=O)NC(C)(C)C)C(=O)CCC(=O)Nc2nccs2)c(C)c1	-3%	-22%	0%	-4	-14%	3%	-4
18	O=C(c1cnn2c(C(F)(F)F)cc(-c3ccc4c(c3)OCO4)nc12)N1CCCC1	5%	13%	1%	-3	.	-11%	-16
19	COc1ccc(C(=O)Nc2ccc(N3CCN(C(C)=O)CC3)cc2)cc1[N+](=O)[O-]	.	-12%	2%	-3	5%	.	-2
20	Cc1cc(C(=O)CSc2nnc(-c3ccccc3F)o2)c(C)n1Cc1cccs1	2%	10%	0%	19*	0%	-27%	32
21	CCN(c1ccccc1)S(=O)(=O)c1ccc(OC)c(NC(=O)CCc2nc3ccccc3c(=O)[nH]2)c1	-4%	?	.	.	?	-4%	.
22	CCCCCCn1c(O)c(C=NCCCn2ccnc2)c(=O)[nH]c1=O	-11%	-8%	4%	-3	-3%	1%	10
23	Cc1cc(C)c2oc(C(=O)Nc3nnc(C(C)C)s3)cc(=O)c2c1	-19%	6%	-14%	-6	22%	1%	-12
24	Cc1ccc(S(=O)(=O)NC(=NC(Cc2ccccc2)C(=O)O)c2ccccc2)cc1 (centres undefined)	-18%	10%	3%	-2	?	-5%	-5
25	O=c1[nH][nH]c2c(N=Cc3ccccc3O)ccc(F)c12	-18%	?	-23%	-3	-19%	11µM*	-21
26	O=C(CSCc1c(Cl)cccc1Cl)Nc1nccs1	.	26%	3%	42	?	-4%	109*
27	CCCC(=O)Nc1ccc(-c2cnc(-c3ccc(NC(=O)CCC)cc3)nc2)cc1	-7%	25%	1%	1	29%	14%	-5
28	CSCC(=O)NCC1(N(C)Cc2ccccc2)Cc2ccccc2C1	-2%	-7%	5%	-1	-11%	3%	-8
29	O=C(/C=C/c1ccccc1Cl)c1cccnc1	-22%	.	-16%	5	66%[activator]	-2%	3
30	CCN1CCN(C(=O)c2cc3cc4cc(OC)ccc4nc3s2)CC1	-4%	22%	-16%	12*	.	-4%	25*

Two entries picked at random from the list so far, as already listed:
#	Molecule	TbPYK inhibitor	Pf growth 48h	LmPK inhibitor	CHX counter	Pf growth 96h	AMA1-RON2 inh	Shiga toxin inh
29	O=C(/C=C/c1ccccc1Cl)c1cccnc1	-22%	.	-16%	5	66%[activator]	-2%	3
3	Clc1cccc(-c2sc(Nc3ccccc3)n[n+]2-c2ccccc2)c1Cl	-5%	-7%	-5%	-1	?	102%[activator]	-3

More results follow.
#	Molecule	TbPYK inhibitor	Pf growth 48h	LmPK inhibitor	CHX counter	Pf growth 96h	AMA1-RON2 inh	Shiga toxin inh
31	Cc1cc(C)c(C(=O)N(C)C2CCCN(Cc3ccccc3F)C2)o1 (centres undefined)	-6%	?	-2%	-2	-27%	-8%	-2
32	Cc1cc(=O)n2nc(N3CCCC3C(=O)NCCCN3CCCCC3)sc2n1 (centres undefined)	-9%	-5%	-1%	-4	6%	6%	-10
33	CC(C)Cc1nnc(NC(=O)CSc2nc(=O)cc(N)n2-c2ccccc2)s1	-1%	-17%	0%	-2	1%	7%	-5
34	CCOc1ccc(NC(=O)CCNS(=O)(=O)c2ccc3c(c2)oc(=O)n3C)cc1	7%&2%	?	3%	6	21%	7%	-5
35	COc1ccc(N2CC(C(=O)NCCC3=CCCCC3)CC2=O)cc1 (centres undefined)	2%	-8%	0%	-1	.	0%	-3
36	CCN(C(=O)CSc1nc2ccc(OC)cc2[nH]1)C1CCS(=O)(=O)C1 (centres undefined)	0%	15%	.	.	7%	1%	.
37	CCOc1ccc(Cn2nnc(C(=O)Nc3ccc(OC)cc3OC)c2N)cc1	3%	-8%	1%	-3	-31%	12%	-4
38	CCOC(=O)C1CCCc2c1[nH]c1c(C(N)=O)cccc21 (centres undefined)	-4%	.	0%	8	13%	-3%	15
39	O=C(Cn1cnc2c(nnn2-c2ccccc2)c1=O)N1CCOCC1	3%	2%	-2%	-2	10%	13%	-5
40	CCC(=O)N1CCC2(CC1)Oc1ccc(Cl)cc1C(=O)C21CC(c2cccnc2)=NO1 (centres undefined)	-4%	19%	2%	-3	?	10%	-3
41	CCOc1ccc2oc(C(=O)NNC(=O)c3csc(N4CCOCC4)n3)c(C)c2c1	-7%	1%	-4%	3	5%	102%[activator]	-3
42	Cc1cnc(C(=O)OC(C)C(=O)Nc2ccccc2-c2ccccc2)cn1 (centres undefined)	0%	0%	.	.	21%	6%	.
43	Cc1cccc(-n2c(C)cc(/C=N/NC(N)=S)c2C)c1	0%	-15%	2%	10	?	35%[activator]	-4
44	COc1ccc(Cl)cc1NC(=O)c1[nH]nc(OC)c1[N+](=O)[O-]	3%	-10%	0%	-3	-10%	18%	11
45	O=C(NCCS(=O)(=O)N1CCN(c2ccc(F)cc2)CC1)c1ccc2c(c1)OCO2	-1%	0%	.	.	23%	-1%	.
46	O=C(NCc1cccnc1)c1cccc(S(=O)(=O)NCc2ccccc2)c1	-10%	?	.	.	4%	64%[activator]	.
47	CN(c1ccc(C(=O)NC2CC3CCC2C3)cc1)S(C)(=O)=O (centres undefined)	7%	-1%	-5%	1	22%	29%	-9
48	CCCn1c(N)c(C(=O)CSc2nnc(N)s2)c(=O)[nH]c1=O	0%	-8%	.	.	?	0%	.
49	Cc1ccc(-c2cc(C(F)F)n3ncc(C(=O)N4CCN(c5ccccn5)CC4)c3n2)cc1	-1%	?	-2%	-2	?	-2%	6
50	O=S(=O)(c1ccccc1)c1nc(-c2ccco2)oc1NCCCN1CCOCC1	-5%	-5%	1%	-2	43%[activator]	3%	14
51	COc1ccc(S(=O)(=O)NC(CC(=O)NCC2CCCO2)c2ccco2)cc1 (centres undefined)	5%	-4%	1%	7	.	20%	4
52	CCS(=O)(=O)Nc1ccc(C2=NN(C(C)=O)C(c3cccs3)C2)cc1 (centres undefined)	-1%	-10%	-4%	16	1%	-2%	12
53	Cc1ccc(NC(=O)NNC(=O)c2cc3ccccc3cc2O)cc1C	4%	13%	-8%	2	73%[activator]	68%[activator]	-7

Grouped by structure, the entries above containing a furan ring, fused or not
#	Molecule	TbPYK inhibitor	Pf growth 48h	LmPK inhibitor	CHX counter	Pf growth 96h	AMA1-RON2 inh	Shiga toxin inh
9	O=C(NC(=S)Nc1ccccc1O)c1ccc(-c2ccc(Cl)cc2)o1	-7%	7%	3%	-2	0%	61%[activator]	-4
15	Oc1ccccc1/C=N/c1c(-c2ccco2)nc2ccccn12	-9%	-22%	?	6	.	4%	-10
31	Cc1cc(C)c(C(=O)N(C)C2CCCN(Cc3ccccc3F)C2)o1 (centres undefined)	-6%	?	-2%	-2	-27%	-8%	-2
41	CCOc1ccc2oc(C(=O)NNC(=O)c3csc(N4CCOCC4)n3)c(C)c2c1	-7%	1%	-4%	3	5%	102%[activator]	-3
50	O=S(=O)(c1ccccc1)c1nc(-c2ccco2)oc1NCCCN1CCOCC1	-5%	-5%	1%	-2	43%[activator]	3%	14
51	COc1ccc(S(=O)(=O)NC(CC(=O)NCC2CCCO2)c2ccco2)cc1 (centres undefined)	5%	-4%	1%	7	.	20%	4

Screening results: PubChem, National Center for Advancing Translational Sciences (NCATS)
